OX1R antag-1: antagonists of human orexin 1 receptor (OX1R); Orexin/Hypocretin receptor type 1 (Homo sapiens), O43613; OX1R-expressing cells, FRET antagonist read-out; inhibition, % at 6.6 µM; 330,000 compounds, 1.8% hits; AID 485270, 2010; in the data active means inhibition mostly above about 38%, no sharp cut-off; inactive means mostly below about 40%;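 further: 0% = agonist challenge alone and 100% = reference antagonist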
Target sequence (O43613 whole entry, looked up): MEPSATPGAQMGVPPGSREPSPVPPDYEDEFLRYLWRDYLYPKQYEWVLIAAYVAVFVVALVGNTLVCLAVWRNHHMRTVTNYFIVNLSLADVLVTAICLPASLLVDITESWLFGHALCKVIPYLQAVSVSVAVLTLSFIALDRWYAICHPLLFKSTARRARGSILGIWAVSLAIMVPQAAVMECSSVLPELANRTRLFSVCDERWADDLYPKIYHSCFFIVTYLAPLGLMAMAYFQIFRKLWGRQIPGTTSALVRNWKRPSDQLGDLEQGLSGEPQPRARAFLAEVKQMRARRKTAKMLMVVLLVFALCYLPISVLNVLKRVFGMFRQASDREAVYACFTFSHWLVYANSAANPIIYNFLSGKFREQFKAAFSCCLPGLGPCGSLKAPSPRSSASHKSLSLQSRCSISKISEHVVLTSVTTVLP
OX1R antag-2: OX1R (HCRTR1) antagonists, primary screen, fluorescence, CHO/OX1R cells, Fluo-8 calcium, orexin A; Orexin/Hypocretin receptor type 1 (Homo sapiens), O43613; Fluo-8 calcium fluorescence; 330,000 compounds, 0.43% hits; inhibition, % at 5 µM; AID 434989, 2010;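 active means inhibition above its plate's threshold, mean inhibition of all tested compounds on the plate plus 3 SD, cut at about 37% in these data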;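 further: 0% = orexin A challenge wells and 100% = SB-334867-A antagonist wells; not every result past the cut was called active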
Starred values were filed as active, the others as inactive.

canonical_smiles | OX1R antag-1 | OX1R antag-2
O=C(CNc1cccc(S(=O)(=O)N2CCCCCC2)c1)Nc1cccc([N+](=O)[O-])c1 | 7 | 32
COc1ccc(CCN(C)CC(O)COc2ccc(C(C)=O)cc2OC)cc1OC (stereo unspecified) | 18 | -16
COC(=O)c1ccccc1NC(=S)NC(=O)c1cccc2ccccc12 | 21 | -33
O=C(NCc1cccnc1)c1ccccc1CCc1ccccc1 | 25 | -14
C/C(=N\NC(=O)Cc1ccc(F)cc1)c1ccc(F)cc1 | 6 | -12
O=C(NCc1ccncc1)C1CCCN(S(=O)(=O)c2ccc(Br)cc2)C1 (stereo unspecified) | 10 | -25
Cc1cc(NC(=O)CSc2nnc(-c3ccco3)n2Cc2ccco2)no1 | 9 | -18
COc1ccc(Cl)cc1N1C(=NC(=O)C2CCCCC2)SC2CS(=O)(=O)CC21 (stereo unspecified) | -2 | -13
O=C(NNS(=O)(=O)c1ccc(Br)cc1)NC1CCCCC1 | 21 | -20
O=C(NCc1ccccn1)C(=O)N/N=C/c1ccc2c(c1)OCO2 | 39 | -30
Cc1ccc(/C=N/NC(=O)c2nnn(-c3nonc3N)c2CN(C)C)s1 | 37 | 1
Cc1cccc(OCc2nc3c4c(ncn3n2)-c2ccccc2CC42CCCC2)c1 | 11 | -1
O=C(NCCC1=CCCCC1)C1CCN(c2nc3ccccc3o2)CC1 | 25 | -43
O=C(c1cc(-c2ccccc2)nc2ccccc12)N1CCCc2ccccc21 | 47 | -26
O=C(N1CCCCCC1)n1c(Cc2ccccc2)nc2ccccc21 | 31 | -17
C=CCN(c1ccccc1Cl)S(=O)(=O)c1cccc(C(=O)NCCc2ccc(OC)cc2)c1 | 33 | 10
Cc1ccc(NC(=O)Nc2ccc3c(c2)OCO3)c(Br)c1 | 17 | -9
O=C1CCCN1CN1CCCCC1 | 8 | -4
Clc1ccccc1-c1nnc2sc(-c3ccncc3)nn12 | 8 | -12
CCCN(CCC)S(=O)(=O)c1ccc(C(=O)NCc2ccc3c(c2)OCO3)cc1 | 12 | -16
CCOC1(OCC)C(c2ccc(N)cc2)C(C#N)(C#N)C1(OCC)OCC (stereo unspecified) | 1 | -19
O=C(/C=C/c1ccc(F)cc1)c1cc(Br)ccc1O | 6 | -28
COc1cccc(NC(=O)CN(C)C(=O)c2ccccc2OCC(=O)Nc2cccc(C(F)(F)F)c2)c1 | 41 | -11
Clc1ccc(OCCn2cnc3ccccc32)c(Cl)c1 | 9 | 0

Complete entries from above. Screens in order: OX1R antag-1 | OX1R antag-2
Profile of C/C(=N\NC(=O)Cc1ccc(F)cc1)c1ccc(F)cc1 → 6 | -12
Profile of O=C(/C=C/c1ccc(F)cc1)c1cc(Br)ccc1O → 6 | -28
Profile of C=CCN(c1ccccc1Cl)S(=O)(=O)c1cccc(C(=O)NCCc2ccc(OC)cc2)c1 → 33 | 10
Profile of Cc1ccc(/C=N/NC(=O)c2nnn(-c3nonc3N)c2CN(C)C)s1 → 37 | 1

New compounds follow
canonical_smiles | OX1R antag-1 | OX1R antag-2
C[n+]1c(-c2ccccc2)sc([S-])c1-c1ccccc1 | 15 | -23
Cn1ccnc1C(OC(=O)c1ccc(Cl)cc1)C(F)(F)F (stereo unspecified) | -2 | -13
C=CCOc1c(Br)cc(C2C3=C(CCCC3=O)N(C)C3=C2C(=O)CCC3)cc1OCC | 22 | -17
COc1ccc(C(CNC(=O)c2ccc(N3CCCC3=O)cc2)N2CCCC2)cc1 (stereo unspecified) | 1 | -16
COc1cc(-c2noc(C)c2C(=O)NCCc2cccs2)cc(OC)c1OC | 10 | -41
Cc1ccc2nc(CSc3nnc(-c4ccco4)o3)cc(=O)n2c1 | 30 | -14
O=S(=O)(c1cccc(NC(=S)NCc2ccco2)c1)N1CCOCC1 | 13 | -4
CC(=O)Nc1ccc(Cc2nc3c([nH]2)c(=O)n(C)c(=O)n3C)cc1 | -7 | -3
Nc1nc2n(n1)C(c1ccc(Cl)cc1)CC(c1ccc(F)cc1)N2 (stereo unspecified) | 14 | -13
COc1ccc2c(c1OC)C(=O)OC2Nc1nc(-c2ccccc2)cs1 (stereo unspecified) | 7 | -21
CCCc1[nH]nc2c1C(c1ccc(O)c(OC)c1)C(C#N)=C(N)O2 (stereo unspecified) | 14 | -11
COc1ccc(C2CC(c3c(Cl)cccc3Cl)n3nc(N)nc3N2)cc1 (stereo unspecified) | 9 | -6
Cc1cccc(N(CC(=O)Nc2cccnc2)S(C)(=O)=O)c1 | 6 | -5
Cc1cccc(NC(=O)CSc2nnc(-c3n[nH]c4ccccc34)o2)c1 | 10 | -13
O=C(COC(=O)c1ccc(Cl)cc1)NC1CCCCCC1 | 12 | 6
CCOC(=O)C1=C(c2ccccc2)NC(=O)NC1c1ccc(O)c(OCC)c1 (stereo unspecified) | 14 | -10
COc1cccc(C(=O)NCC2CCCN2S(=O)(=O)c2ccccc2)c1 (stereo unspecified) | 49* | 40
Cc1cccc(-c2nsc(SCC(=O)Nc3nccs3)n2)c1 | 11 | 6
CC1CCN(C(=O)CNS(=O)(=O)c2ccc(Br)s2)CC1 | 7 | 5
COC(=O)CNc1c(-c2ccccc2)nc2ccc(Br)cn12 | 29 | -50
CC(OC(=O)CN1C(=O)c2ccccc2C1=O)C(=O)c1ccccc1 (stereo unspecified) | 15 | -27
O=C1CS/C(=N/N=C/c2ccccc2)N1Cc1ccco1 | 8 | -9
Cc1cccc(C)c1Nc1c(-c2ccccn2)nc2ccccn12 | 30 | -37
COc1ccccc1-c1cc(C(=O)Nc2cc(C)nn2-c2ccccc2)no1 | 20 | -21

Continued.
mol | OX1R antag-1 | OX1R antag-2
COc1ccccc1N1CCN(C(=O)C(NS(=O)(=O)c2cccs2)c2ccccc2)CC1 (stereo unspecified) | 29 | -11
COC(=O)C1CN(C(=O)COc2cccc(C)c2C)c2ccccc2O1 (stereo unspecified) | -8 | -17
CCOc1ccc(NC(=O)CSc2nc(=O)n(Cc3cccnc3)c3c2CCC3)cc1 | 9 | -31
CCC(C)NC(=O)CSC1=Nc2ccccc2C2=NC(CCC(=O)NCc3ccco3)C(=O)N12 (stereo unspecified) | 7 | -7
Cc1cc(OCC(=O)N2CCC(C(=O)O)CC2)c2c(C)cc(=O)oc2c1 | 15 | -10
C#CCOCCOCCOCCNc1nc(N2CCN(C(=O)[C@H](CCCCN)n3cc(CN)nn3)CC2)nc(N2CCN(C(=O)[C@H](CCCN=C(N)N)n3cc(C(N)[C@H](C)CC)nn3)CC2)n1 (stereo partly specified) | 8 | 14
CSCCC(NC(=O)COc1ccccc1)C(=O)NCC1COc2ccccc2O1 (stereo unspecified) | 18 | -33
CCOc1ccccc1C(=O)NCC(=O)N(C)Cc1ccccc1C | 27 | -12
CC(=O)Nc1nnc(S(=O)(=O)N2CCN(c3ccc(Cl)cc3[N+](=O)[O-])CC2)s1 | 13 | -34
O=C(NCC1CCCO1)c1cc2ccccc2o1 (stereo unspecified) | 9 | -12
COc1ccc(C(C)=O)cc1CSc1nnc(Nc2c(C)cccc2C)s1 | 18 | -33
COc1cc(COC(=O)Oc2ccc(CNC(C)=O)cc2OC)c([N+](=O)[O-])cc1OC | 26 | -12
CCn1nc(C)cc1-c1nnc(Sc2ncc([N+](=O)[O-])s2)n1C | 52* | 8
Cc1ccc(/C=C/C(=O)Nc2ccc(S(=O)(=O)Nc3ncccn3)cc2)cc1 | 19 | -18
CSc1ccc(CN(C)Cc2cc(=O)oc3c(C)c(C)ccc23)cc1 | 12 | -15
O=C(COC(=O)CCC(=O)c1ccc(F)cc1)Nc1ccc(Cl)cn1 | 7 | 0
O=C(NCCCn1ccnc1)c1ccc(Br)o1 | 14 | 9
O=C(c1cc(-c2ccc(F)cc2)on1)N1CCN(c2ccc(F)cc2)CC1 | 16 | 4
Cc1cnc(NC(=O)c2cc(S(=O)(=O)N(C)C)ccc2N2CCCC2)s1 | 10 | -8
COc1ccc(N2CCN(C(=O)COC(=O)c3ccc(OC(F)F)cc3)CC2)cc1 | 7 | -12
CC1(C)Cc2ccccc2/C(=C/C(=O)c2ccccc2)N1 | 9 | -41
COc1ccc(C[C@@H]2CN3C(=NC[C@@H]3C)N2C[C@H](C)NC(=O)c2ccc(C)c(Br)c2)cc1 | 9 | -22
Cn1c2c(c3ccccc31)CC/C2=N\O | 31 | -17
O=S1(=O)CCOC[C@H](CC2CCCCC2)N1Cc1cccc(F)c1 | 6 | -29
COc1ccc(CN2CCN(C3CCC3)CC2CCO)cc1C (stereo unspecified) | 3 | -18
Cc1ccc(C2=CC(c3cccs3)n3nnnc3N2)cc1 (stereo unspecified) | 29 | -20
CC(C(=O)Nc1ccc(O)c(C(=O)O)c1)N1C(=O)/C(=C/c2cccs2)SC1=S (stereo unspecified) | 7 | -4
CN1CCCN(C(=O)c2ccc(Br)s2)CC1 | 4 | -1
COCC1CCN(C(=O)C2CCC(=O)N(CCc3cccc(F)c3)C2)CC1 (stereo unspecified) | -3 | -9
Nc1nc2ccc(C(=O)Nc3ccccc3)cc2s1 | 3 | -16

18 structures out of the list, ordered by molar mass, low to high:
mol | OX1R antag-1 | OX1R antag-2
O=C(NCC1CCCO1)c1cc2ccccc2o1 (stereo unspecified) | 9 | -12
Nc1nc2ccc(C(=O)Nc3ccccc3)cc2s1 | 3 | -16
Cc1ccc(C2=CC(c3cccs3)n3nnnc3N2)cc1 (stereo unspecified) | 29 | -20
O=C(NCCCn1ccnc1)c1ccc(Br)o1 | 14 | 9
COc1ccc(CN2CCN(C3CCC3)CC2CCO)cc1C (stereo unspecified) | 3 | -18
CCOc1ccccc1C(=O)NCC(=O)N(C)Cc1ccccc1C | 27 | -12
CSc1ccc(CN(C)Cc2cc(=O)oc3c(C)c(C)ccc23)cc1 | 12 | -15
COC(=O)C1CN(C(=O)COc2cccc(C)c2C)c2ccccc2O1 (stereo unspecified) | -8 | -17
Cc1cc(OCC(=O)N2CCC(C(=O)O)CC2)c2c(C)cc(=O)oc2c1 | 15 | -10
O=C(COC(=O)CCC(=O)c1ccc(F)cc1)Nc1ccc(Cl)cn1 | 7 | 0
COCC1CCN(C(=O)C2CCC(=O)N(CCc3cccc(F)c3)C2)CC1 (stereo unspecified) | -3 | -9
Cc1cnc(NC(=O)c2cc(S(=O)(=O)N(C)C)ccc2N2CCCC2)s1 | 10 | -8
COc1ccc(N2CCN(C(=O)COC(=O)c3ccc(OC(F)F)cc3)CC2)cc1 | 7 | -12
CSCCC(NC(=O)COc1ccccc1)C(=O)NCC1COc2ccccc2O1 (stereo unspecified) | 18 | -33
CC(C(=O)Nc1ccc(O)c(C(=O)O)c1)N1C(=O)/C(=C/c2cccs2)SC1=S (stereo unspecified) | 7 | -4
CCOc1ccc(NC(=O)CSc2nc(=O)n(Cc3cccnc3)c3c2CCC3)cc1 | 9 | -31
COc1ccccc1N1CCN(C(=O)C(NS(=O)(=O)c2cccs2)c2ccccc2)CC1 (stereo unspecified) | 29 | -11
COc1ccc(C[C@@H]2CN3C(=NC[C@@H]3C)N2C[C@H](C)NC(=O)c2ccc(C)c(Br)c2)cc1 | 9 | -22

Following part.
mol | OX1R antag-1 | OX1R antag-2
O=C(NCc1csc2ccccc12)Nc1cc(Cl)cc(Cl)c1 | 52* | 5
COc1ccc(-n2nnc3c(SCC(=O)OCc4ccccc4)ncnc32)cc1 | 29 | -19
CC(C)c1ccc(NC(=O)C2=NNC(=O)CC2)cc1 | 5 | 8
CCc1ccc2nc3sc(C(=O)Nc4nnc(CC)s4)c(N)c3cc2c1 | 7 | -28
Cn1c2c(c(=O)n(C)c1=O)CN(CC1CCCO1)CN2 (stereo unspecified) | 9 | -15
COc1ccc(-c2nn(-c3ccccc3)cc2/C=N/N=C(N)N)cc1OC | 3 | -2
Nc1nnc(-c2ccc(Cl)cc2Cl)s1 | 21 | 7
CC1(OC(=O)c2ccco2)C(=O)C=C2C=C(c3ccc(C#N)cc3)OC=C2C1=O (stereo unspecified) | 18 | -17
COc1ccc(Cc2noc(CN(C)CCc3ccccc3)n2)cc1OC | 15 | -30
CCCOc1ccc(N2C(=O)CC(N3CCN(c4ccccc4OC)CC3)C2=O)cc1 (stereo unspecified) | 9 | -28
COc1ccc(NC(=O)CSc2nnnn2Cc2ccccc2)cc1 | 23 | 0
CC1=C(C#N)C(NC(=O)c2cccc(Cl)c2)(C(F)(F)F)C(=O)N1 (stereo unspecified) | 1 | -8
O=C(CN1CCSC1=NCc1ccccc1)c1ccc(Cl)cc1 | 19 | -20
O=C(C[n+]1cccc(CNC(=O)c2ccc(OC(F)F)cc2)c1)Nc1ccc(F)cc1 | 13 | -13
Cc1oc2nc(SCC(=O)NC3CCCCC3)nc(N)c2c1C | 6 | -24
CCC1Oc2ccccc2N(CC(=O)NCCN2CCc3ccccc3C2)C1=O (stereo unspecified) | 7 | -23
FC(F)Oc1ccc(/C=N/n2c(Cc3ccc(Br)cc3)n[nH]c2=S)cc1 | 12 | -31
Cn1c(CCNC(=O)c2ccccc2F)nnc1SCC(=O)Nc1ccccc1F | 16 | -7

From PubChem

Outcome played no part in choosing rows; 2.1% or so of the library scored in one or more.
